Screening results as filed in PubChem.
aSyn rescue: alpha-synuclein toxicity inhibition in yeast | Potency, µM (titrated, usually from 46.1 µM), for the others: at the highest dose growth rescue (activation), usual class: activators | Yeast expressing alpha-synuclein, growth rescue, BacTiter-Glo, 24 h | 370,000 tested, 0.14% active | AID 652106; note: potency is the fitted concentration of half-maximal effect; % of control where 0% means no effect; nearly all actives have a fitted effect of over 65% in size
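Readout is rescue of growth in alpha-synuclein-expressing yeast, so inhibitors of toxicity appear as activators. Growth after 24 hr at 30 deg C in galactose medium is quantified by luminescence.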
HEK293 tox: cytotoxic in the GLP-1 receptor inverse agonist counter-screen | HEK293 cAMP-luciferase reporter cells, luminescence, 24 h | Potency, µM (top dose mostly 38.3 µM), for inactives: at the top dose activity change, negative = inhibition, usual class: inhibitors | 410,000 tested, 0.13% active;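 note: loss of luciferase light is scored as toxicity; potency is the fitted concentration of half-maximal effect; % is set by controls: 0 for no effect and ±100 for the full control effect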
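1536-well qHTS counterscreen of the MLSMR; 200 cells/uL, 12 h pre-incubation, 23 nL cpd, 24 h at 37 deg C 5% CO2, luciferase detection reagent, 12 min RT, luminescence. Inhibition = undesired.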
TDP43 rescue: inhibitors of TDP-43 toxicity in yeast; 410,000 tested, 1.8% active; Potency, µM (doses to about 46.1 µM), without a hit: top-dose growth rescue (activation), usual class: activators; AID 652104; TDP-43 expressing yeast growth rescue, BacTiter-Glo, 24 h; note: potency is the fitted concentration of half-maximal effect; % of control where 0% means no effect; nearly all actives have a fitted effect of over 50% in size
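Yeast cells expressing TDP-43 under galactose induction are exposed to compounds for 24 hr at 30 deg C. BacTiter-Glo luminescence measures growth, so protective compounds score as activators.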
GLP-1R inv ag: GLP-1 receptor (human) inverse agonism; Potency, µM (doses to about 38.3 µM), without a hit: top-dose activity change, negative = inhibition, actives largely listed as inhibitors; 410,000 tested, 1.6% active; HEK293 GLP-1R CRE-luciferase, luminescence, 24 h; GLP-1R form is constitutively active; note: potency is the fitted concentration of half-maximal effect; % is set by controls: 0 for no effect and ±100 for the full control effect; nearly all actives have a fitted effect of over 55% in size
Target sequence (P43220 whole entry, looked up): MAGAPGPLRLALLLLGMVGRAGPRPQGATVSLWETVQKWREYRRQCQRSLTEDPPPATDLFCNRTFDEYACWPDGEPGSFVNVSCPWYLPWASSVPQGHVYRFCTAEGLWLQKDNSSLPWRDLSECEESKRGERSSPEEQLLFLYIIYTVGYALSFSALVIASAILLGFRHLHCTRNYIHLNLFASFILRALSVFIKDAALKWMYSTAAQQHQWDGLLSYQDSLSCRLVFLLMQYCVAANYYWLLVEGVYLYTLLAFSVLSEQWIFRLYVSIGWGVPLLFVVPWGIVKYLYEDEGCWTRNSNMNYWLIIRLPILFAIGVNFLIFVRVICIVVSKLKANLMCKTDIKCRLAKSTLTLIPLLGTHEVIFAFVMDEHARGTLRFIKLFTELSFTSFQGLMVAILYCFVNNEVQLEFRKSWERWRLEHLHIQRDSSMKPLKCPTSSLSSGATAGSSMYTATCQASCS
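Readout was luciferase luminescence, measured 12 min after detection reagent at room temperature. Beforehand, GLP-1R reporter HEK293 cells had sat 12 h, then received compounds for 24 hr at 37 deg C.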
GLP1R ag: activates the human GLP-1 receptor | AID 624172 | 380,000 tested, 0.007% active | HEK293 GLP-1R CRE-luciferase, luminescence, 4-6 h; cells express a hypersensitive GLP-1R form | P43220 | Potency, µM (top dose mostly 45.6 µM), for the others: top-dose activation, most hits filed as activators; note: potency is the fitted concentration of half-maximal effect; % of control where 0% means no effect
PTHR1 ag: PTHR1 (human) receptor agonism | Q03431 | HEK293 GP2 PTHR1 cells, GloSensor cAMP luminescence, 1 h | Potency, µM (series often up to 115 µM), without a hit: top-dose activation, usual class: activators | 410,000 tested, 0.075% active; note: potency is the fitted concentration of half-maximal effect; nearly all actives have a fitted effect of over 55% in size; some results filed as inactive show a strong effect at the top dose; inactives centre near -15; many of its hits are not listed in these tables
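HEK-293-derived GP2 cells expressing PTHR1 and a GloSensor cAMP reporter, 3,000/well, plated overnight, given luciferin plus IBMX (each 0.5 mM as added) for 1 h at 37 °C, then compound for 1 h at 37 °C. Luminescence was read after 15 min at room temperature.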
D3 antag: blocks the human D3 dopamine receptor; D3R cells, DiscoveRx beta-arrestin luminescence, antagonist mode; stronger effect = lower value; 360,000 tested, 2.5% active; P35462; max response, negative = inhibition, %; AID 652054; in the data active = max response below about -50%; inconclusive = no clear call, values can overlap the other calls; note: % is set by controls: 0 for no effect and ±100 for the full control effect; mostly tested at two doses, the higher about 12 µM
Target sequence (P35462 whole entry, looked up): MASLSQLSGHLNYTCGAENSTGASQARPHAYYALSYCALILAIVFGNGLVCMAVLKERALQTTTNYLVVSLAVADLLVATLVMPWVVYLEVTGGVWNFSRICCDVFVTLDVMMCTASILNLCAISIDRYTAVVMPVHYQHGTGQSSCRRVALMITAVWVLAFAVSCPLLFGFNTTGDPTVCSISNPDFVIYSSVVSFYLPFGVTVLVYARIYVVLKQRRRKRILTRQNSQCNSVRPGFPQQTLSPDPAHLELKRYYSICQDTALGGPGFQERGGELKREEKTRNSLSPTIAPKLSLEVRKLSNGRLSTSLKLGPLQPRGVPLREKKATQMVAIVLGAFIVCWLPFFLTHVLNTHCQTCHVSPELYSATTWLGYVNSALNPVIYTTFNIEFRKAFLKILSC
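Cells expressing the human receptor were seeded at 1500 cells/well, incubated overnight at 37 degrees C in 5% CO2, then exposed to library compounds with dopamine controls for 90 minutes at 37 degrees C before luminescent detection.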
DRD3 agonist: activates the human D3 dopamine receptor; D3R DiscoveRx beta-arrestin cells, luminescence, 90 min; max activation, %; P35462; 410,000 tested, 0.58% active; in the data active = max activation above about 30%; note: 0% is about no effect; mostly tested at two doses, the higher about 12 µM
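Cells at 1500/well, incubated overnight, then treated with pinned compounds (dopamine as control) for 90 min at 37 degrees C. DiscoveRx reagent added for 30 - 60 minutes at room temperature; luminescence read.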
KB-V1 cytotox: KB-V1 MDR subline cytotoxicity; KB-V1 MDR cells viability, CellTiter-Glo, 72 h; Potency, µM (titrated, usually from 46.1 µM), without a hit: top-dose activity change, negative = cytotoxicity, actives largely listed as cytotoxic; 400,000 tested, 3.4% active; AID 1347076; note: potency is the fitted concentration of half-maximal effect; % is set by controls: 0 for no effect and ±100 for the full control effect; nearly all actives have a fitted effect of over 60% in size
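Readout: CellTiter-Glo luminescence, 10 min after addition. Cells: KB-V1 MDR subline, 72 h at 37 degrees C with compound. Analysis: corrected, normalized data fitted to concentration-effect curves.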
The depositor's hits bear a star; i = inactive; ? = inconclusive; nt = no result given; [ ] = remark or other dose. Unless noted, calls come from the whole dose curve; as a rule, active = well fitted curve in the direction sought with a large enough effect; inconclusive = small, poorly fitted or top-dose-only effect, or another doubt; inactive = no such curve, though single readings can be large; an effect the other way counts as inactive or inconclusive. An excerpt; count on the stated rates, not on these rows.

SMILES	aSyn rescue	HEK293 tox	TDP43 rescue	GLP-1R inv ag	GLP1R ag	PTHR1 ag	D3 antag	DRD3 agonist	KB-V1 cytotox
CS(=O)(=O)Cc1ccc(C(=O)NC2CCN(Cc3ccccc3)C2)cc1 (stereo not given)	1%	2%	-5%	4%	5%	-16%	0	-15	1%
CCOc1ccccc1NC(=O)C1CCCN(S(=O)(=O)c2ccc3c(c2)C(C)(C)C(=O)N3C)C1 (stereo not given)	3%	3%	7%	19%	3%	-50%[inhibitor]	-12	4	7%
O=C(CCCCCN1C(=O)c2ccccc2C1=O)Nc1nccs1	7%	6%	3%	1%	7%	-16%[57.5 µM]	15	5	0%
CN(/N=C/C=C/c1ccccc1)c1cc(=O)n(C)c(=O)[nH]1	3%	6%	-18%	0%	-3%	i	-22	-3	?
Cc1cc(C)c(C#N)c(N)n1	-2%	6%	-1%	19%	-6%	19%	-11	4	-7%
Cc1ccc(N(CC(=O)NCc2cccs2)S(=O)(=O)c2cccs2)cc1	7%	-13%	-4%	?	-1%	?	0	3	-23%
C=CCC(=O)N1CCCC(CCC(=O)NCc2ccccc2F)C1 (stereo not given)	2%	-3%	8%	5%	3%	i	7	6	?
Cc1cccc(NC(=S)N/N=C/c2ccc3c(c2)OCO3)c1	-7%	?	23%	?	13%	i	-29	-12	-8%
O=C(Nc1ccc(Cl)cc1)N1CCOCC1	-6%	25%	-6%	2%	-9%	i	-27	-4	?
CC(=O)c1sc(NC(=O)C2(F)C(F)(F)C(F)(F)C(F)(F)C(F)(F)C2(F)F)nc1C	-62%[inhibitor]	?	-40%[inhibitor]	14%	-2%	-22%[57.5 µM]	?	-11	7.3µM*
CCN1CCC(C(N)=O)CC1	-5%	2%	-9%	16%	4%	-25%	0	-3	13%
COc1ccc(NC(=O)c2cc(-c3cc(Cl)ccc3OC)n[nH]2)c(OC)c1	-6%	?	30%	?	-7%	-14%	130	7	-14%
O=C(Nc1ccc(Cl)cc1)Nc1ccccc1CC[N+](=O)[O-]	3%	1%	21%	?	0%	-31%[inhibitor]	13	-1	2%
Cc1cc(C)n(CC(=O)N2c3ccccc3Sc3ccccc32)n1	12%	-10%	22%	?	6%	-14%[57.5 µM]	-18	1	-9%
CCOC1=C2[C@@H](CN(S(=O)(=O)c3ccc(C)cc3)[C@H]2c2ccc(CC)cc2)[C@H]2C(=O)N(C)C(=O)[C@H]2C1	5%	1%	0%	16%	4%	-39%[inhibitor]	3	9	1%
Cc1c(Cl)cccc1NC(=O)C1CCCN(c2ncnc3onc(C)c23)C1 (stereo not given)	nt	5%	8%	11%	nt	-11%	nt	6	-7%
COc1ccc(C(=O)Oc2cc3c4c(c2)C(C)=CC(C)(C)N4C(=O)C3=O)cc1OC	1%	-7%	20%	1%	-5%	-35%[inhibitor]	-5	-1	-2%
O=C(Nc1ccc2nc(SCC(=O)N3CCOCC3)sc2c1)c1cccc(Cl)c1	nt	-17%	17%	-24%	nt	-14%	nt	11	nt
CCOCCCNC(=O)c1ccc2c(c1)N(Cc1ccccc1)C(=O)CS2=O (stereo not given)	-14%	-4%	0%	29%	3%	i	-14	4	14%
C[C@H](CO)N1C[C@H](C)[C@H](CN(C)S(=O)(=O)c2ccc(Cl)cc2)OCc2cnnn2CCCC1=O	1%	0%	15%	3%	2%	12%	?	2	0%
Cc1ccc(NC(=O)COC(=O)c2nn(C)cc2Cl)cc1	12%	-3%	6%	3%	20%	i	-3	0	18%
O=C(CN1CCN(Cc2ccccc2)CC1)NC(c1ccccc1)c1ccccc1	-5%	-9%	1%	10µM*	4%	i	-9	-12	?
CCCn1c(N)c(N(CCOC)C(=O)c2ccccc2)c(=O)[nH]c1=O	0%	2%	-4%	?	2%	i	14	23	20%
Nc1ccc2c3c(ccc([N+](=O)[O-])c13)CC2	16%	-31%	22%	4%	0%	-6%	-16	3	-2%
O=C(c1ccc(Cl)nc1)N1CCN(C/C=C/c2ccccc2)CC1	-1%	7%	-18%	-25%	4%	i	-25	2	?
COc1cc(NCCCn2ccc(NC(=O)OCc3ccccc3)nc2=O)cc(OC)c1OC	-2%	-7%	8%	0%	-1%	-14%	8	12	-7%
Nc1cnccc1Oc1cccc(C(F)(F)F)c1	7%	-2%	5%	18%	-2%	-20%	11	2	6%
O=C(NCc1ccc2c(c1)OCO2)c1cc(-c2ccccc2)c(N2CCOCC2)s1	8%	4%	23%	?	-3%	-5%	-24	-1	8%
CC(C)C(=O)NNC(=O)CSc1nnc(-c2ccccc2)c(-c2ccccc2)n1	6%	-2%	14%	15%	-4%	i	1	-2	16%
S=C(Nc1ccc(Oc2ccccc2)cc1)N1CCN(c2ccccn2)CC1	0%	-4%	2%	?	1%	-38%[inhibitor]	3	4	-21%
COc1ccc(CCN2CC(C(=O)NCc3cnn(C)c3)CCC2=O)cc1 (stereo not given)	3%	-13%	24%	10%	0%	i	15	7	20%
C[C@H]1CN([C@@H](C)CO)C(=O)c2cccc(NC(=O)c3cnccn3)c2O[C@@H]1CN(C)S(=O)(=O)c1ccc(F)cc1	-4%	5%	-12%	15%	-3%	-7%	8	-25	-17%
Cc1ccc2nc(CSc3nc(C)cc(C)c3C#N)[nH]c2c1	0%	329%[activator]	2%	7%	1%	-24%	-22	-21	-18%
CCOc1ccc2c(c1)c(=O)c(S(=O)(=O)c1ccc(CC)cc1)cn2Cc1cccc(Cl)c1	nt	0%	8%	1%	nt	i	nt	3	-4%
Cc1nnc(NC(=O)C2CCCCC2)s1	-6%	1%	9%	0%	-5%	i	-7	-1	16%
c1cnc2nc3c4ccccc4c4ccccc4c3nc2c1	23%	19%	18%	86%[activator]	24%	i	21	4	-20%
Cc1ccc(OCC(O)CN2CCN(CC(O)COc3ccc(C)cc3Cl)CC2)c(Cl)c1 (stereo not given)	-9%	1%	-24%	3%	-12%	17%[57.5 µM]	-60*	-25	-1%
O=C(NCc1ccccc1)C(c1ccc(-c2ccccc2)cc1)N1CCN(c2ccccc2F)CC1 (stereo not given)	6%	7%	3%	3%	nt	-10%	-3	-5	-28%
Cc1c2cccn2cc[n+]1C	1%	21%	-2%	7%	0%	i	2	-3	0%
C[C@@H]1CCCCCCCCC(=O)OCCN[C@H](C)CCCCCCCCC(=O)OCCN[C@H](C)CCCCCCCCC(=O)OCCN1	-11%	-9%	-4%	5%	19%	-7%	-22	-11	0%
COc1ccc(C2=NOC(C(=O)NCc3cccnc3)C2)cc1 (stereo not given)	1%	1%	-2%	-22%	11%	i	1	-9	2%
C[C@H](O)[C@@H]1CN2CCc3c([nH]c4ccccc34)[C@@H]2C[C@@H]1N(C)C(=O)Nc1cccc2ccccc12	-6%	-1%	12%	-14%	-1%	-7%	-58*	-14	16%
COc1ccc(CCNC(=O)c2cnc3sc(N4CCCC4)nn3c2=O)cc1OC	nt	-4%	22%	5%	nt	i	nt	20	nt
CC(C)NC(=O)c1ccc(C(C)C)cc1	-11%	21%	-17%	3%	2%	-1%	-21	-4	-13%
CN(C(=O)COC(=O)Cc1ccc(Cl)cc1)C1CCCCC1	-7%	1%	10%	-4%	5%	i	10	0	12%
COc1ccc(C(=O)N2CCN(c3ncccn3)CC2)cc1[N+](=O)[O-]	-5%	4%	7%	24%	7%	i	-3	0	-1%
CC1CC(=O)N(c2ccc(NCc3ccccc3Cl)c([N+](=O)[O-])c2)C1=O (stereo not given)	6%	-20%	?	7%	1%	i	-9	3	-4%
CC(C)(C)c1ccc(C2Sc3ccccc3NC3=C2C(=O)c2ccccc23)cc1 (stereo not given)	nt	-27%	-1%	?	nt	-11%	nt	-14	?

Molecules listed so far containing a cyano group (two):
SMILES	aSyn rescue	HEK293 tox	TDP43 rescue	GLP-1R inv ag	GLP1R ag	PTHR1 ag	D3 antag	DRD3 agonist	KB-V1 cytotox
Cc1cc(C)c(C#N)c(N)n1	-2%	6%	-1%	19%	-6%	19%	-11	4	-7%
Cc1ccc2nc(CSc3nc(C)cc(C)c3C#N)[nH]c2c1	0%	329%[activator]	2%	7%	1%	-24%	-22	-21	-18%

The listing continues:
SMILES	aSyn rescue	HEK293 tox	TDP43 rescue	GLP-1R inv ag	GLP1R ag	PTHR1 ag	D3 antag	DRD3 agonist	KB-V1 cytotox
CC1OC(OC2C(CO)OC(OC3C(CO)OC(O)C(O)C3O)C(O)C2O)C(O)C(O)C1N[C@@H]1C=C(CO)[C@@H](O)C(O)[C@H]1O (stereo not given in full)	-6%	4%	10%	9%	-2%	i	2	4	-2%
COCC(C)n1c(SCC(=O)NNC(=O)c2ccc(F)cc2)nc2ccccc2c1=O (stereo not given)	0%	-7%[1.53 µM]	13%	11%	0%	i	10	6	?
COc1cccc(NC(=O)CN2C(=O)NC3(CCc4ccccc43)C2=O)c1 (stereo not given)	-4%	2%	8%	-1%	2%	i	0	1	15%
COc1ccc2c3c(cccc13)OC2=O	11%	-4%	-14%	3%	0%	i	-3	4	20%
Cn1ccnc1COc1ccc(/C=N/O)cc1	1%	?	-3%	?	6%	i	3	-3	7%
CC(C)c1cnc2c(c1SCC(=O)Nc1ccccc1C(F)(F)F)c(=O)n(C)c(=O)n2C	nt	-1%	19%	2%	nt	i	nt	4	nt
CN(CC(=O)Nc1ccccc1Oc1ccccc1)Cc1ccccc1F	10%	-12%	-6%	?	-1%	-31%	-7	-6	?
CCOC(=O)C1=C(C)Nc2nc(SCC)nn2C1c1ccc(OC)cc1 (stereo not given)	4%	17%	7%	8%	-14%	-11%	-17	1	?
